mcGAS inh: cyclic GMP-AMP synthase inhibitors, mouse, primary biochemical chemiluminescence | Q8C6L5 | recombinant cGAS, Kinase-Glo ATP depletion luminescence | inhibition, % at 12.5 µM | 0.15% of 160,000 active | AID 1259399, 2018;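 further: 0% = negative control wells and 100% = reference inhibitor with no enzyme activity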
NPYLR7 ag: agonists of mosquito NPYLR7 receptor, primary screen, cell-based, Aedes aegypti, calcium fluorescence, mosquito biting behavior | Aedes aegypti neuropeptide Y-like receptor 7 (NPYLR7) | HEK293T NPYLR7/Galpha15, GCaMP6s calcium fluorescence | activation, % at 10 µM | 0.15% of 270,000 active | AID 1259423, 2018; in the data active means activation above about 40%;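 further: 0% = vehicle and 100% = reference agonist at the receptor; some compounds past the cut are filed as inactive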
hcGAS lum: Primary biochemical luminescence assay for human cyclic GMP-AMP synthase inhibitors | 0.081% of 290,000 active | AID 1259398, 2018 | Q8N884 | inhibition, % at 12.5 µM | recombinant h-cGAS, ATP depletion, Kinase-Glo luminescence;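 further: 0% = vehicle reaction and 100% = reaction without DNA for no activity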
Target sequence (Q8N884 whole entry, looked up): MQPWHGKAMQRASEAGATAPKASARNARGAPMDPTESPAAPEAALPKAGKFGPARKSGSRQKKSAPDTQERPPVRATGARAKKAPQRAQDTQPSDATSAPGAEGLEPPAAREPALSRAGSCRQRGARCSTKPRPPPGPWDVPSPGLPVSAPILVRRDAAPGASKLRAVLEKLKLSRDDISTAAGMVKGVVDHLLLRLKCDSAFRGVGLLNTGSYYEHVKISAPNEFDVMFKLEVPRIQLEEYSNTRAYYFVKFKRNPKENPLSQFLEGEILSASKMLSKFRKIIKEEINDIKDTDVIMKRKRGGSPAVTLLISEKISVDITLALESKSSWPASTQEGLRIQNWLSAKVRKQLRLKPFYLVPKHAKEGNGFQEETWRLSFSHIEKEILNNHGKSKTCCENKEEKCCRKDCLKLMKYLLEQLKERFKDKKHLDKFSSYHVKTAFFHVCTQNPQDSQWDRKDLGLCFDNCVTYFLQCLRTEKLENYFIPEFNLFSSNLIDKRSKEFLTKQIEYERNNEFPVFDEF
Numbers without * were called inactive; x = not tested or not shown; & = joins results of further samples. Unless noted, no stated cut-off is given here; in the data, active means inhibition above about 40%; inactive means the rest.

#	compound	mcGAS inh	NPYLR7 ag	hcGAS lum
1	CCOC(=O)CSc1nnc(-c2ccc(OC)c(OC)c2)n1-c1ccccc1	-1	x	-4
2	CSc1nnc(C)c(=O)n1COC(=O)c1ccc(Br)cc1	-9	2	-11
3	COc1cccc(CN2CC(C(=O)N3CCC(OCc4ccccc4)CC3)CCC2=O)c1 (stereo not given)	-8	6	-4
4	CC(C)CNC(=O)C1(C)CCCN1C(=O)c1ccc2ccccc2n1 (stereo not given)	-7	7	-14
5	CCN(Cc1noc(C2CCC2)n1)C(=O)CSc1nnc(C)s1	x	-3	-5
6	CSCCNC(=O)C1(C)CCN1C(=O)Cc1ccc(C(C)(C)C)cc1 (stereo not given)	-3	-2	-4
7	CCCc1cc(CN(C)C(=O)CC2(c3ccccc3C)CC(=O)N(Cc3ccncc3)C2=O)[nH]n1 (stereo not given)	-10	14	-8
8	Cc1cnc2c(C(=O)N(C)Cc3nc4ccc(F)cc4[nH]3)cnn2c1	x	-2	-9
9	COCC(=O)N1CCC(C(=O)NC2CCCC[C@H]2NC(=O)c2ccc(F)cc2)CC1 (stereo not given in full)	-3	23	-3
10	CN(C)c1ccc(NC(=O)C2CCC2)cc1CN(CC1CCCO1)C(=O)Cc1cccs1 (stereo not given)	0	-30	5
11	COCCNC(=O)CN1CN(c2ccccc2)C2(CCN(C(=O)Nc3ccc(C#N)cc3)CC2)C1=O	-4	21	-7
12	O=C(NC1CC1)C1CCN(S(=O)(=O)N2CCCCCC2)CC1	x	22	-11
13	CN(C)CC[C@H](c1ccc(Cl)cc1)c1ccccn1	x	2&-9	-5&-3
14	Cc1cc(C)nc(N(C)CC2CC(=O)N(C3CCCC3)C2)n1 (stereo not given)	-9	20	-3
15	CCCn1ncc(C(=O)N2CCC(c3ccccc3C(=O)O)C2)c1C (stereo not given)	x	-6	-5
16	CN(C)c1ccc(N=Nc2cccc(S(=O)(=O)C(F)F)c2)cc1	x	14	-16
17	CCC(CO)Nc1ccn2nccc2n1 (stereo not given)	x	3	-16
18	CC(c1ccc(-n2cncn2)cc1)N(C)C(=O)C1CCCN(C(=O)N2CCCC2)C1 (stereo not given)	x	-4	-5
19	Cc1cccc(-c2noc(N3CCOCC3)c2CN(CC2CCCO2)C(=O)c2ccco2)c1 (stereo not given)	-2	-1	0
20	O=C(Nc1ccc(SC(F)F)cc1)C1=CC=CN2CCS(=O)(=O)N=C12	-10	0	-11
21	O=C(Cc1cccs1)N(CC(=O)N1CCc2sccc2C1c1ccc(Cl)cc1Cl)CC1CCCO1 (stereo not given)	-3	-6	12
22	COC(=O)c1ccc(CSc2nnc(C(C)Oc3ccc(Cl)cc3C)o2)o1 (stereo not given)	-5	5	-4
23	COc1ccc(S(=O)(=O)CCCC(=O)N=c2sc3cc(C)cc(C)c3n2C)cc1	-6	0	-1
24	c1ccc2c(N3CCN(C4CCNCC4)CC3)nsc2c1	-22	3	-7
25	Nc1nc(SCC(=O)N2CCCCCC2)[nH]c(=O)c1NC(=O)c1ccc(C(F)(F)F)cc1	-7	0	-4
26	CC(C)(C)c1cc(C2CC(=O)Nc3cc(N4CCNC4=O)ccc32)[nH]n1 (stereo not given)	x	-7	5
27	O=C(Nc1ccc2c(c1)OCCCO2)c1cccnc1N1CCCC1	-6	7	-8
28	Clc1ccc2c(N3CCCC3)nc(Cc3ccccc3)nc2c1	-4	x	-7
29	CCCn1c(N)c(C(=O)CSc2nncs2)c(=O)[nH]c1=O	x	2	-6
30	COCC1CCCN(C(=O)c2ccc(-c3ccccc3CN(C)C)nc2)C1 (stereo not given)	-13	4	1
31	CCCOc1cccc(C(=O)Nc2cc(-c3nc4ccccc4o3)ccc2C)c1	-5	-2	-4
32	CC1CCc2[nH]c3c(C(=O)NCC4CN(C)CCO4)cccc3c2C1 (stereo not given)	x	10	-14
33	O=C1CC(N2C(=O)C3CC=CCC3C2=O)C2COC1O2 (stereo not given)	x	8	-7
34	O=C(NC1CCN(Cn2nc(Nc3ccccc3F)sc2=S)CC1)c1ccccc1	x	4	-9
35	COC(=O)C1=C(O)/C(=C\c2ccccn2)SC1=Nc1ccc(C(F)(F)F)cc1	-4	-2	-5
36	CCCC(=O)N1CCN=C1N1CCC(C)CC1	-3	x	-2
37	C=CCN(CC=C)C(=O)CSc1nnc(Cc2ccccc2)n1-c1cccc(C(F)(F)F)c1	1	0	5
38	Cc1cccc(-c2noc(CN(C)C(=O)CN3CCCN(C)CC3)n2)c1	-10	3	-4
39	COc1cccc(-c2cnc(-c3ccncc3)nc2C2CCN(C(=O)/C=C/c3cccc(F)c3)CC2)c1	-4	-6	1
40	COC(=O)c1csc(CN(C(=O)c2cccc(F)c2)C2CC2)n1	-4	14	1
41	O=C(O)C[C@@H]1CCN(C(=O)Nc2ccc(OC(F)(F)F)cc2)C[C@@H]1CCN1C[C@@H]2C[C@H](C1)c1cccc(=O)n1C2	-9	-6	-4
42	Cc1ccc2c(c1)CCN1C(=O)CN(C(=S)Nc3ccc(-c4cnco4)cc3)CC21 (stereo not given)	-6	28	-12
43	CC(C)(N)c1c(Cl)cccc1Cl	x	13	-8
44	CCNC(=O)N(Cc1ccco1)Cc1c(-c2ccccc2)noc1N1CCCCC1	-7	6	-5
45	CN(C)c1ncnc2c1CCN(C(=O)C(O)c1ccc(C(F)(F)F)cc1)C2 (stereo not given)	x	7	-4
46	Cc1ccc(-c2nc(CC(=O)NCC(F)(F)F)cs2)o1	x	0	-14
47	Cc1nc2n(n1)C(=O)C(C(c1ccccc1)N1CCN(Cc3ccccc3)CC1)S2 (stereo not given)	x	4	-9
48	CC1CCCN(C(C)C(=O)N(c2nccs2)C2CCCCC2)C1 (stereo not given)	x	2	-5
49	CC(C)(C)c1ncsc1C(=O)NCCNc1ccccn1	x	2	-9
50	O=C(c1cccnc1Oc1cccc([N+](=O)[O-])c1)N1CCC(O)(Cc2ccccc2)CC1	-3	19	-4

The results go on.
#	compound	mcGAS inh	NPYLR7 ag	hcGAS lum
51	Cc1ccsc1CCNC(=O)CC1C(=O)N(C)C(=O)N1C (stereo not given)	-17	25	-4
52	COc1ccccc1C(=O)N1CCCN(c2nc(Cc3ccccc3)nc3onc(-c4ccccc4)c23)CC1	-4	10	-2
53	C=CCNC(=O)N1CCN(C(C(=O)N(C)CC)C2CCCC2)CC1 (stereo not given)	-2	4	-2
54	Cc1cc(C)c2[nH]c(O)c(N=NC(=S)NCC3CCCO3)c2c1 (stereo not given)	-6	1	-7
55	CCCn1ccnc1SCC(=O)NN1C(=O)NC2(CCCCC2)C1=O	-9	0	-5
56	CCn1c(-c2ccccc2)cnc1SC(C)C(=O)NC(N)=O (stereo not given)	-4	7	-19
57	CC(C)N1C(=O)COCc2cc(-c3cccc(C(N)=O)c3)ccc21	x	8	-6
58	CCOC(=O)c1sc(N2C(=O)C(O)=C(C(=O)c3ccc(C)o3)C2c2ccc(OCC)cc2)nc1C (stereo not given)	-7	-2	-8
59	CCNC(=S)N(Cc1c(-c2ccc(F)cc2)noc1N1CCN(C)CC1)CC(C)C	-6	5	-3
60	Cc1cc(=O)oc2cc(OCC(=O)C(C)(C)C)ccc12	x	15	0

Down the list, from the results shown.
Entries 52 to 60 in NPYLR7 ag: 10, 4, 1, 0, 7, 8, -2, 5, 15
Entries 52 to 60 in hcGAS lum: -2, -2, -7, -5, -19, -6, -8, -3, 0

Entries shown so far that contain a thiophene ring, fused or not (three):
#	compound	mcGAS inh	NPYLR7 ag	hcGAS lum
10	CN(C)c1ccc(NC(=O)C2CCC2)cc1CN(CC1CCCO1)C(=O)Cc1cccs1 (stereo not given)	0	-30	5
21	O=C(Cc1cccs1)N(CC(=O)N1CCc2sccc2C1c1ccc(Cl)cc1Cl)CC1CCCO1 (stereo not given)	-3	-6	12
51	Cc1ccsc1CCNC(=O)CC1C(=O)N(C)C(=O)N1C (stereo not given)	-17	25	-4

Continued.
#	compound	mcGAS inh	NPYLR7 ag	hcGAS lum
61	CN(C)CCCCSC(=N)N	-4	4	2
62	COc1ccc(C(=O)N2CCC(C(NC(=O)c3ccc(F)cc3)C(=O)Nc3ccccc3)CC2)cc1 (stereo not given)	-6	8	-1
63	CC(C)(C)CCN1CCCn2nc(CCC(=O)NCCO)cc2C1	-3	x	-4
64	OCc1cnn(-c2ccccc2)c1	x	0	-5
65	COc1ccccc1CN1CCN(S(=O)(=O)c2ccc(C#N)cc2)CC1	x	-6	4
66	O=C1CCC(=O)N1OCCOc1ccc(Cc2ccccc2)cc1	x	9	-3
67	O=c1c(O)c(-c2ccc(O)c(O)c2)oc2cc(O)cc(O)c12	-1&2	8&4&14	-2&18&5
68	Clc1ccc(-c2nc3ccc(Br)cn3c2NC2CCCCC2)cc1	-8&-4	3&2	-2&-2
69	O=C(NC1CCCOc2ccc(F)cc21)c1cccc2c1OCCO2 (stereo not given)	x	2	-12
70	CCOC(=O)c1c(NC(=O)c2snnc2C)c(-c2ccc3c(c2)OCO3)cn1C	-7	3	-4
71	CC(=O)N1CCN(C(=O)CC2CSc3nc(C(C)C)cc(=O)n32)CC1 (stereo not given)	x	0	0
72	O=C(CCC1NC(=O)c2ccccc2NC1=O)Nc1cccnc1 (stereo not given)	x	9	-2
73	O=[N+]([O-])c1cccc(C=Nn2cnc3ccccc32)c1	-2	-4	1
74	COc1cccc(S(=O)(=O)NCCNc2cc(-n3ccnc3C)ncn2)c1	-11	-14	-8
75	O=C(CCCCC1CCSS1)N1CCCC1c1nnc2c(C(F)(F)F)cccn12 (stereo not given)	-3	-6	-8
76	CCC(C(=O)N(Cc1ccc(OC)cc1)Cc1nc2cc(C)ccc2o1)c1ccccc1 (stereo not given)	-8	21	-5
77	CC(=O)c1sc(NC(=O)c2ccc(Cl)cc2)nc1C	-5	-3	-3
78	Cc1cccc(-c2cc(N)n(-c3ccc(C(=O)NC(c4ccccc4)c4ccc(Cl)cc4)cc3)n2)c1 (stereo not given)	-3	-7	-3
79	Cc1ccsc1[C@@H]1CCN(C(=O)CCc2nc3ccccc3[nH]2)C[C@H]1O	x	-5	0
80	CCOC(=O)C1CCCN(C(=O)c2coc(CN(Cc3ccc(F)cc3)Cc3cccc(OC)c3)n2)C1 (stereo not given)	2	-3	2

Rewritten screen by screen: part of the list above
73: O=[N+]([O-])c1cccc(C=Nn2cnc3ccccc32)c1
74: COc1cccc(S(=O)(=O)NCCNc2cc(-n3ccnc3C)ncn2)c1
75: O=C(CCCCC1CCSS1)N1CCCC1c1nnc2c(C(F)(F)F)cccn12 (stereo not given)
76: CCC(C(=O)N(Cc1ccc(OC)cc1)Cc1nc2cc(C)ccc2o1)c1ccccc1 (stereo not given)

| Assay by compound | 73 | 74 | 75 | 76 |
| --- | --- | --- | --- | --- |
| mcGAS inh | -2 | -11 | -3 | -8 |
| NPYLR7 ag | -4 | -14 | -6 | 21 |
| hcGAS lum | 1 | -8 | -8 | -5 |

New compounds follow.
#	compound	mcGAS inh	NPYLR7 ag	hcGAS lum
81	CN(C)c1nc(C(=O)OCCO)nc(N(C)C)n1	x	0	-5
82	COCCN(Cc1cccs1)CC(O)COc1ccc(OC)cc1 (stereo not given)	-1	-9	1
83	COc1ccc(CCNC(=O)c2ccc(Cl)cc2NS(=O)(=O)c2cc(OC)ccc2OC)cc1	-3	6	-4
84	Cc1nc(C)c(-c2cc(C(=O)NCCCc3ccccc3)n[nH]2)s1	1	x	4
85	COC(=O)C(N)CS (stereo not given)	x	-4&-3	-1&0
86	COCCCN(CC(=O)N(CCc1c[nH]c2ccccc12)Cc1ccc(C(F)(F)F)cc1)C(=O)C1C[C@H]1c1ccccc1 (stereo not given in full)	-3	-12	-7
87	CN(Cc1nc2ccsc2c(=O)[nH]1)C(=O)C(c1ccc(F)cc1)N(C)C (stereo not given)	x	15	-3
88	CCc1ccc2nc(N(CCN(C)C)C(=O)CCS(=O)(=O)c3ccc(C)cc3)sc2c1	3	-4	1
89	O=C1c2cccc([N+](=O)[O-])c2C(=O)N1CNc1ccc(Cl)c(Cl)c1	-4	-3	-6
90	CCOc1cc(S(=O)(=O)NCc2ccco2)ccc1F	x	0	-4
91	O=S(=O)(c1ccccc1)N1CCN(Cc2ccccc2)CC1	0	2	5
92	COc1cccc(CN2Cc3ccccc3N(CC(=O)NCC3(N4CCOCC4)CCCC3)C2=O)c1	-21	5	-4
93	CC1CCN(C(=O)Cn2nnc(-c3cccc(F)c3)n2)CC1	-9	x	-8
94	CCN(CC(=O)NCc1cccs1)C(=O)c1ccc(=O)n(Cc2ccccc2)n1	x	2	-7
95	O=S(=O)(NC1CCCOc2ccc(F)cc21)N1CCCCCC1 (stereo not given)	x	-23	-11
96	O=C(Nc1nn2cnnc2s1)c1ccc(=O)[nH]n1	3	-2	-4
97	Cc1ccccc1Nc1nnc(C(O)C2CCCCC2)s1 (stereo not given)	-7	8	-8
98	CCCCc1ccc(-c2ccc(-n3cncc3C(=O)NC3CC(C)CC(C)(C)C3)cc2)cc1 (stereo not given)	1	8	2
99	Cc1nn(C2CCS(=O)(=O)C2)c2nc(-c3ccccc3)cc(C(=O)N3CCC(C)CC3)c12 (stereo not given)	-7	7	-2
100	Cn1nc(C(C)(C)C)cc1NC(=O)C1(C)CCN1C(=O)CCc1ccccc1 (stereo not given)	-4	0	-5
101	Cc1cccc(C(=O)NCCc2cc3c(C)ccc(C)c3[nH]c2=O)c1	-6	-1	-8
102	c1n[nH]c2c1C(c1nc(C3CC3)no1)CCC2 (stereo not given)	x	15	-9
103	Fc1ccc(C2CC(c3cccc(Br)c3)=Nc3ncnn32)cc1 (stereo not given)	x	18	-6
104	COc1ccccc1C(c1c(NC(C)=O)sc2c1CCCC2)N1CCN(CCO)CC1 (stereo not given)	x	2	3
